Screens from PubChem.
Kir21 inh: inhibitors of mouse Kir2.1 inward-rectifier potassium channel; 310,000 compounds, 0.85% hits; B-score at 10 µM; Inward rectifier potassium channel 2 (Mus musculus), P35561; HEK293-Kir2.1, FluxOR thallium flux fluorescence; active compounds read low;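 active = fluorescence ratio B-score at or below minus 3 SD of library scores, with starting-brightness B-score within 2 SD, cut at about -4.2 in these data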;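 note: channel flux triggered by added potassium and thallium sulfate stimulus; B-score of peak minus minimum fluorescence over baseline after thallium stimulus; more negative B-score means stronger Kir2.1 block with less thallium influx; some compounds called inactive have numbers as strong as hits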
Target sequence (P35561 whole entry, looked up): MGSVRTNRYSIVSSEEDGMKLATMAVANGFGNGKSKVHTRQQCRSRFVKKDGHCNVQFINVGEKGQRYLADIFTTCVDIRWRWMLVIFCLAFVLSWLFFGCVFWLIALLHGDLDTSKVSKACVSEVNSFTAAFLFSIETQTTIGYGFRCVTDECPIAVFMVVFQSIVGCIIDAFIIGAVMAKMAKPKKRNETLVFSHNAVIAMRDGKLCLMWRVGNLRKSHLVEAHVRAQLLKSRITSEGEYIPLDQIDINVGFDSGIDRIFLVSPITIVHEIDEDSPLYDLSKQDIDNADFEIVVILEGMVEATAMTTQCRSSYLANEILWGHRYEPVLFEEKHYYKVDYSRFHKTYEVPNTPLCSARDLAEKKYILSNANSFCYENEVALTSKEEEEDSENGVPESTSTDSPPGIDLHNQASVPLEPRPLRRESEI
CHT block: inhibitors of human choline transporter CHT; High affinity choline transporter 1 (Homo sapiens), Q9GZV3; CHT-expressing cells, membrane potential dye, choline response; active compounds read low; B-score at 10 µM; 310,000 compounds, 0.86% hits; AID 488975, 2010;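 active = B-score over 3 SD under the library average, and starting fluorescence ratio not unusually high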;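 note: choline stimulus applied at its EC90 after an EC20 pre-addition; B-score computed on integrated fluorescence ratio after choline addition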
Target sequence (Q9GZV3 whole entry, looked up): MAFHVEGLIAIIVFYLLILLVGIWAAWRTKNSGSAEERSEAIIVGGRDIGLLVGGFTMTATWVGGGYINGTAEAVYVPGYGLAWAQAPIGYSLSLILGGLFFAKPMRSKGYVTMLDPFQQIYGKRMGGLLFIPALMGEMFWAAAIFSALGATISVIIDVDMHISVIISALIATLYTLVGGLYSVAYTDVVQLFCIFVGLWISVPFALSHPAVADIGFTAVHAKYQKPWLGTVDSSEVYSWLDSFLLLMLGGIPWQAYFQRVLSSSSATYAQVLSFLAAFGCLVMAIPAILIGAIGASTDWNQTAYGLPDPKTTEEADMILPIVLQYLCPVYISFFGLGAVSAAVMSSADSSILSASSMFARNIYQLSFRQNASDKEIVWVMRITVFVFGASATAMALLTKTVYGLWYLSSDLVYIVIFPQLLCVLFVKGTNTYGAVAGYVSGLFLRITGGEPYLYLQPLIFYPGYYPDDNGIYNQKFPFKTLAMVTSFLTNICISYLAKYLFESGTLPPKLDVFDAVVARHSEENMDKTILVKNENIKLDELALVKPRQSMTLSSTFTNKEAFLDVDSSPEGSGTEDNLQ
Active calls of the source: *; i = inactive; ! = not confirmed by another sample.

Below each SMILES: Kir21 inh, CHT block
1) CC1=C(C(=O)OC(C)C)C(c2ccco2)NC(=O)N1 (stereo unspecified)
    -0.06, i
2) CCOc1c(C#N)c(C#N)c2nc(C)cc(C)n12
    -0.32, i
3) CCOc1ccc(Nc2nc(Cc3nnc(SCC(=O)N(CC)CC)n3C)cs2)cc1
    0.61, i
4) COc1ccccc1-c1nnc(SC(C)C(=O)Nc2ccc(C(N)=O)cc2)o1 (stereo unspecified)
    0.36, i
5) CCOC(=O)C(=CNc1ncccc1C)C(=O)OCC
    0.09, i
6) Cc1cc(=O)n2cccc(O)c2n1
    0.24, i
7) O=C(Cc1cc(=O)[nH][nH]1)N/N=C/c1c(Cl)cccc1Cl
    -4.3*!, i
8) CC1=NN(c2ccccc2)C(=O)/C1=C\c1cn(CCC#N)nc1-c1ccc(Cl)cc1
    0.23, i
9) O=C(NCc1ccccc1C(F)(F)F)C1CC(O)CN1C(=O)Nc1ccccc1 (stereo unspecified)
    -0.63, i
10) COc1ccc(COc2cccc(C=O)c2)cc1
    -0.71, i
11) O=S(=O)(NCCN1CCCC1)c1ccc(Cl)cc1
    -0.05, i
12) Cc1ccc(NC(=S)N(CCN(C)C)C(C)c2cccnc2)c(C)c1 (stereo unspecified)
    0.84, i
13) Cc1cc(C)c(NS(=O)(=O)c2ccc3c(c2)NC(=O)C(C)C(=O)N3)c(C)c1 (stereo unspecified)
    0.81, i
14) COc1ccc(-n2c(SCC#N)nc3ccccc3c2=O)cc1
    -0.19, i
15) Cc1cc(C)cc(OCC(=O)OCC(=O)N(C)CC(=O)Nc2ccc(F)cc2)c1
    1.5, i
16) O=C(NCCN1CCOCC1)c1csc2c1CCCC2
    -1.1, i
17) Cc1c(C)c2cc(Cl)c(OCc3nn[nH]n3)cc2oc1=O
    0.91, i
18) CCCCCc1c(C)nc(N2CCN(Cc3ccc4c(c3)OCO4)CC2)[nH]c1=O
    -0.86, i
19) Cc1ccc(-n2ncc(N(C)C)c(Cl)c2=O)cc1
    -2.3, i
20) COC(=O)c1ccc(NC(=O)CN(C)S(=O)(=O)c2ccc(OC)c(C)c2)cc1
    -0.03, i
21) O=C(/C=C/c1ccco1)NC(=S)Nc1ccc(Cl)cn1
    0.33, i
22) C=CCOc1ccc(CN(C)Cc2nc3cc(C(F)(F)F)ccc3c(=O)[nH]2)cc1
    -2.2, i
23) Cc1nc(NCc2ccccc2)sc1C(=O)Nc1ccccc1
    -0.23, i
24) O=C1CSC(c2ccccn2)N1c1ccc(Br)cc1 (stereo unspecified)
    -0.69, i
25) Nc1ccc(CSc2ccc(Cl)cc2)cc1
    2.4, i
26) Cc1cc(Nc2ccccc2)n(-c2nc3ccccc3[nH]2)n1
    -1.7, i
27) COc1ccc(NC(=O)N2CCCC2C(=O)NCc2ccc(F)cc2)cc1 (stereo unspecified)
    -2.2, i
28) CC[C@H](CO)Nc1nc(Nc2cccc(Cl)c2)c2ncn(C(C)C)c2n1
    -1.9, -9*
29) c1ccc(CN2CCN(c3nc(N4CCOCC4)c4ccccc4n3)CC2)cc1
    0.07, i
30) Oc1c(N=NC(=S)Nc2ccccc2F)c2ccccc2n1Cc1ccccc1Cl
    -0.89, i
31) CC(=O)Nc1cccc(NC(=O)C2CCCN2C(=O)Nc2cccc(F)c2)c1 (stereo unspecified)
    -1.2, i
32) COc1ccnc(N=CNOCc2cccc(C(F)(F)F)c2)c1C#N
    0.22, i
33) COc1cc(Br)c(/C=C/c2ccc3cccc(O)c3n2)cc1OC
    -0.01, i
34) CCOC(=O)C(NC(=O)c1cccc(Cl)c1)(Nc1nnc(C)s1)C(F)(F)F (stereo unspecified)
    0.06, i
35) CC1CCCCN1C(=O)c1c([N+](=O)[O-])cnn1C (stereo unspecified)
    0.04, i
36) OCn1c2ccccc2c2ccccc21
    1.7, i
37) COc1ccccc1-n1c(SCC(=O)O)nnc1-c1ccc(S(=O)(=O)N2CCCCC2)cc1
    -0.23, i
38) CCc1cc2c(SCC(=O)C(C#N)=C3N(C)c4ccccc4N3C)ncnc2s1
    0.62, i
39) Cc1cccc(NC(=S)NC23CN4CN(CN(C4)C2)C3)c1C
    -0.91, i
40) CC(C)N1CCN(Cc2cccc3nonc23)CC1CCO (stereo unspecified)
    -2.1, i
41) CC1CCN(CC(=O)N2c3ccccc3CC2C)CC1 (stereo unspecified)
    -2, i
42) COC1CCN(C(=O)c2cc(COc3ccc(-n4cncn4)cc3)on2)CC1
    0.08, i
43) Cc1ccc(S(=O)(=O)NN2C(=O)/C(=C/c3ccc(C(=O)O)cc3)SC2=S)cc1
    1.6, i
44) COc1ccc(CC(=O)NCc2ccc3c(c2)OCO3)cc1
    -0.19, i
45) COc1ccc2ccccc2c1-c1csc(N)n1
    -0.96, i
46) O=C(CSCc1ccc(F)cc1)N1CCN(c2ccccc2)CC1
    0.09, i
47) O=C1C2C3C=CC(C3)C2C(=O)N1c1ccncc1 (stereo unspecified)
    -1.2, i
48) COC(=O)c1ccc(NC(=O)c2ccc(CN3CCOCC3)cc2)cc1
    -0.36, i
49) COc1ccc(-c2cc3c(=O)n(CC(=O)NCCCN4CCC(Cc5ccccc5)CC4)ncn3n2)cc1
    -1.7, i
50) COc1ccc(/C(C)=N/NC(=O)c2cccc(S(=O)(=O)N3CCCC3)c2)c(O)c1
    1, i
51) Cn1cc(C(F)(F)F)nc1-c1ccc(OCC(O)CNCCOc2ccc(O)c(C(N)=O)c2)cc1 (stereo unspecified)
    1.3, i
52) O=C1CC(N2CCN(c3nc4ccccc4s3)CC2)C(=O)N1c1ccc(F)cc1 (stereo unspecified)
    0.68, i
53) CO/N=C/NC(=O)c1c(OC)ccnc1Oc1cccc(C(F)(F)F)c1
    0.38, i
54) Cc1oc2cc3oc(=O)c(CCC(=O)NCCCN4CCCC4=O)c(C)c3cc2c1C
    0.7, i
55) Cc1cc(C)c(C)c(S(=O)(=O)NCc2ccc(C(=O)N3CCCC3)cc2)c1C
    -0.01, i
56) O=Cc1ccc(-c2cccc([N+](=O)[O-])c2)o1
    0.79, i
57) CCc1ccc(OCC(=O)NC(C)C)cc1
    -0.86, i
58) CCOC(=O)c1cn(CC(=O)Nc2ccc3c(c2)OCCO3)nn1
    -0.69, i
59) Cn1c(CCN2CCCC2)nc2cc(NS(=O)(=O)c3ccc(Cl)cc3)ccc21
    -1.2, i
60) CC1(C)Cc2noc(N)c2C(C)(C)N1OC(=O)c1scc2c1OCCO2
    2, i

(further entries)
Below each SMILES: Kir21 inh, CHT block
61) O=[N+]([O-])c1ccc(CCn2ccnc2)cc1
    0.17, i
62) CCc1c(C)c(C#N)c2nc3ccccc3n2c1Nc1c(C)n(C)n(-c2ccccc2)c1=O
    0.96, i
63) O=C(O)c1ccc2c(c1)C(c1ccccc1)OC2=O (stereo unspecified)
    0.03, i
64) Cc1cc(C(F)(F)F)nn1Cc1n[nH]c(=S)n1-c1ccc(Cl)cc1
    0.2, i
65) Cc1ccc2cc(CN(CCN3CCCC3)C(=O)Nc3ccccc3)c(=O)[nH]c2c1C
    0.16, i
66) Cc1cccc2cc(CN(Cc3ccco3)C(=O)c3ccco3)c(=O)[nH]c12
    0.03, i
67) Cc1ccc(-n2c(CSc3nc(C)cc(C)n3)nnc2SCC(=O)Nc2nccs2)cc1
    -0.15, i
68) CCOc1nc(NCCc2ccc(OC)c(OC)c2)nc(N2CCN(c3ccc(OC)cc3)CC2)n1
    -2, i
69) COc1ccc(N2C(=O)CC(Sc3nnc(-c4ccccc4)o3)C2=O)cc1 (stereo unspecified)
    0.55, i
70) CCC(=O)Nc1ccc(C(=O)N2CCN(C(=O)c3ccco3)CC2)cc1
    0.84, i
71) CC1CN(S(=O)(=O)c2ccc(-c3nc4ccccc4s3)cc2)CC(C)O1 (stereo unspecified)
    -0.25, i
72) O=C(Cn1c(=O)[nH]c2ccccc2c1=O)N1CCN(c2cccc(Cl)c2)CC1
    0.41, i
73) O=C(c1cc([N+](=O)[O-])cc([N+](=O)[O-])c1)N1CCOCC1
    -0.38, i
74) COc1ccc(Nc2ccc(OC)cc2)cc1
    -0.52, i
75) CN1CCN(NC(=O)Nc2ccc([N+](=O)[O-])cc2)CC1
    0.03, i
76) CCn1cc(C(=O)N2CCCC(N3CCN(c4cccc(C(F)(F)F)c4)CC3)C2)cn1 (stereo unspecified)
    -0.14, i
77) CCCc1nnc(NC(=O)CCC(=O)N2CCCCCC2)s1
    2.1, i
78) O=c1cc(Cc2ccccc2)[nH]c(=S)[nH]1
    -0.26, i
79) COc1ccc(C)cc1NC(=O)CN1C(=O)c2cccc3cccc1c23
    -0.01, i
80) CCOC(=O)/C(C#N)=C\c1ccc(OC)c(OC)c1
    -0.29, i
81) O=c1c2ccccc2nc(SCc2ccc(F)cc2Cl)n1CCCN1CCOCC1
    1.3, i
82) COc1ccc(C2=NN(C(=O)c3ccccc3C(=O)O)C(c3ccccc3O)C2)cc1 (stereo unspecified)
    -0.61, i
83) CCCCCC(=O)NC(CC(=O)OC)c1ccc2c(c1)OCO2 (stereo unspecified)
    -1.2, i
84) Cc1cc(C)c2c(CN3CCN(Cc4ccc5c(c4)OCO5)CC3)cc(=O)oc2c1C
    0.04, i
85) CCNc1nc(NCC)n2c(SCC(=O)Nc3cc(OC)ccc3OC)nnc2n1
    -0.07, i
86) COc1cc(/C=N/NC(=O)c2cccs2)ccc1O
    0.86, i
87) CN(CC(=O)Nc1ccc(F)cc1)C(=O)COC(=O)CSc1ccc(F)cc1
    1.2, i
88) Cc1cc(C)nc(N2CCN(c3nnnn3-c3ccccc3)CC2)n1
    0.02, i
89) Cc1nn(CC(=O)O)c(C)c1[N+](=O)[O-]
    -1.1, i
90) O=C(NCc1ccco1)C1CCC(N2C(=O)c3ccccc3C2=O)CC1 (stereo unspecified)
    0.09, i

From compound 55 up to 60, copied from above:
Below each SMILES: Kir21 inh, CHT block
55) Cc1cc(C)c(C)c(S(=O)(=O)NCc2ccc(C(=O)N3CCCC3)cc2)c1C
    -0.01, i
56) O=Cc1ccc(-c2cccc([N+](=O)[O-])c2)o1
    0.79, i
57) CCc1ccc(OCC(=O)NC(C)C)cc1
    -0.86, i
58) CCOC(=O)c1cn(CC(=O)Nc2ccc3c(c2)OCCO3)nn1
    -0.69, i
59) Cn1c(CCN2CCCC2)nc2cc(NS(=O)(=O)c3ccc(Cl)cc3)ccc21
    -1.2, i
60) CC1(C)Cc2noc(N)c2C(C)(C)N1OC(=O)c1scc2c1OCCO2
    2, i

The list goes on:
Below each SMILES: Kir21 inh, CHT block
91) COc1ccc(C2=NN(C(=O)CSc3ncccn3)C(c3ccc(C)cc3)C2)cc1 (stereo unspecified)
    0.29, i
92) O=S(=O)(c1ccc(Cl)cc1)N1CCN=C1SCc1cccnc1
    2.6, i
93) Cc1ccc(CSc2nnc(CC(=O)Nc3ccc(C)cc3)n2C)cc1
    -0.56, i
94) Cc1ccc(/C=C/C(=O)NCCc2c[nH]c3ccccc23)o1
    -0.04, i
95) CCC(C)(O)c1[nH]c2ccc(C(=O)OC)cc2c1C (stereo unspecified)
    0.44, i
96) CS(=O)(=O)N(CC(=O)N1CCCC1)c1ccc(Cl)c(Cl)c1
    -1, i
97) CC(=O)N1CCN(CC(=O)Nc2ccc3c(c2)CCC3)CC1
    1.1, i
98) CCCCc1cc(=O)oc2c(CN(C)C)c(O)ccc12
    1, i
99) Cc1ccc(C)c(-n2c(SCC(N)=O)nnc2-c2ccccn2)c1
    0.59, i
100) C/C(=N\O)c1ccc2c(c1)OCCO2
    -0.82, i
101) Cc1ccc(/C=N/NC(=O)c2cccc([N+](=O)[O-])c2)o1
    0.55, i
102) COC(=O)Cc1ccc2sc(-c3ccccc3)nc2c1
    -0.86, i
103) O=c1cc(CO)oc(C(Nc2ccccn2)c2ccc(C(F)(F)F)cc2)c1O (stereo unspecified)
    0.05, i
104) Cc1nn(-c2ccccc2)c(=S)n1-c1ccccc1
    1.5, i
105) CCOC(=O)C(=CNc1ccc(NC2=NCC(C)(C)S2)cc1)C(=O)OCC
    -7*, i
106) Clc1ccc2[nH]c3c(c2c1)CCc1cn[nH]c1-3
    0.73, i
107) CC1(C)Cc2c(c(N3CCOCC3)nc3snc(Br)c23)CO1
    0.1, i
108) O=C(Cc1nnc(NC(=O)c2ccccc2)s1)N/N=C\c1ccc(O)c(O)c1
    0.23, i
109) COc1ccc(NC(=O)C2CCOC(C)(C)C2)cc1 (stereo unspecified)
    0.08, i
110) CCOC(=O)C1CCCN(Cc2ccc(-c3ccccc3)cc2)C1 (stereo unspecified)
    -0.97, i
111) CC(C)c1c(C(=O)N/N=C/c2cccc3ccccc23)nnn1-c1nonc1N
    2.1, i
112) COCCN1Cc2cccc(C(=O)Nc3c(C)cccc3C)c2C1=O
    -1, i
113) Cc1ccc(CNC(=O)CSc2nc3ccsc3c(=O)n2NC(=O)c2ccccc2)cc1
    -0.04, i
114) CCN1CCN(CC(=O)N2c3ccccc3Sc3ccccc32)CC1
    -1.1, i
115) Nc1nnc(SCC(=O)N2CCN(c3cccc(Cl)c3)CC2)n1-c1ccccc1
    1.7, i
116) CCN(C(=O)c1cc2cc3ccc(C)cc3nc2o1)c1ccc(OC)cc1
    0.01, i
117) CC(NC(=O)c1ccc(Cl)cc1)C(=O)N1CCCCC1 (stereo unspecified)
    0.13, i
118) O=c1[nH]c(-c2ccccc2)nc(-c2ccccc2)c1Cl
    1.1, i
119) COc1ccc(-c2noc(CCC(=O)Nc3ccc(C)c(C)c3)n2)cc1
    -0.48, i
120) Cc1cc([N+](=O)[O-])nn1CCCC(=O)Nc1cc(Oc2ccc(F)cc2)cc([N+](=O)[O-])c1
    1.7, i
121) Cc1noc(NS(=O)(=O)c2ccc(N/C=C\C(=O)c3ccncc3)cc2)c1C
    -0.46, i
122) CCCS/C(N)=N/N=C/c1cc(C)ccc1O
    -0.24, i

Rows were taken by chance; overall some 1.6% were active at least once.
